Pf growth 48h – inhibits P. falciparum growth in the first generation, 48 h | P. falciparum luciferase growth in erythrocytes, 48 h | Potency, µM (series often up to 28.7 µM), for inactives: top-dose activity change, negative = inhibition, hits mostly inhibitors | actives 5.9% (n = 310,000); note: potency is the fitted concentration of half-maximal effect; % is set by controls: 0 for no effect and ±100 for the full control effect
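Cell-based growth assay: transgenic P. falciparum expressing firefly luciferase, cultured in red cells within RPMI 1640 containing 0.5% w/v Albumax, 24 mM bicarbonate and gentamycin. A drop in luciferase activity indicates inhibition.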
LmPK inh – LmPK (Leishmania mexicana) enzyme inhibition; Q27686; purified LmPK, Kinase-Glo ATP luminescence, 1 h; Potency, µM (doses to about 57.5 µM), without a hit: at the top dose activity change, negative = inhibition, actives largely listed as inhibitors; actives 0.37% (n = 290,000); AID 1721; note: potency is the fitted concentration of half-maximal effect; % is set by controls: 0 for no effect and ±100 for the full control effect
Target sequence (Q27686 whole entry, looked up): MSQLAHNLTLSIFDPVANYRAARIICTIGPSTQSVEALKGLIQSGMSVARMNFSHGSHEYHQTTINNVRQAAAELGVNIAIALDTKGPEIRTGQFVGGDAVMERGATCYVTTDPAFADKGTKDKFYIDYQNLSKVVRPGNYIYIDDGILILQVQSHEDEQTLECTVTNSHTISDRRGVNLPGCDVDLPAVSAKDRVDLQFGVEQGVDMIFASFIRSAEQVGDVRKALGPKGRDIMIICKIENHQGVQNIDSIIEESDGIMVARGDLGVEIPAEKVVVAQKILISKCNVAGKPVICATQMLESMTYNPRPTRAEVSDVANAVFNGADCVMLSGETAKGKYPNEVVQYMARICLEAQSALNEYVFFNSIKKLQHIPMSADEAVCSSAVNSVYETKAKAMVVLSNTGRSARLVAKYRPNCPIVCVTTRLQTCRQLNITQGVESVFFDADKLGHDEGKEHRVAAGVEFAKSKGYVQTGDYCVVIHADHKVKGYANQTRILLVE
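Kinase-Glo luminescence read after 1 h RT reaction of 0.1 nM LmPK with 0.5 mM PEP and 0.1 mM ADP. Activity scaled between uninhibited and enzyme-free controls.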
Tb PYK inh – blocks Trypanosoma brucei pyruvate kinase; TbPYK enzyme, Kinase-Glo Plus ATP luminescence, 45 min; Potency, µM (series often up to 76.8 µM), for the others: at the highest dose activity, negative = inhibition, actives largely listed as inhibitors; actives 0.12% (n = 410,000); note: potency is the fitted concentration of half-maximal effect; % is set by controls: 0 for no effect and ±100 for the full control effect; nearly all actives have a fitted effect of over 50% in size
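Activity of T. brucei pyruvate kinase was followed by Kinase-Glo Plus luminescence after the enzyme reacted 45 min at room temperature with 130 uM ADP (final) and substrate. Test compounds were added before ADP at multiple concentrations.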
HCV inhibitor – blocks hepatitis C virus; Potency, µM (highest dose often 41.8 µM), inactives show at the highest dose activity change, negative = inhibition, most hits filed as inhibitors; Huh7.5.1 HCVcc-Cre infection, luciferase reporter, 44 h; actives 3.4% (n = 340,000); AID 651820; note: potency is the fitted concentration of half-maximal effect; % is set by controls: 0 for no effect and ±100 for the full control effect
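Antiviral activity was scored by luciferase reporter output from cells infected with HCVcc-Cre (~0.5 moi) in presence of compound, 44 h infection period, cells seeded 1,000/well 4 h prior.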
Shiga toxin inh – Shiga toxin inhibition. actives 9.2% (n = 290,000). inhibition, % at 38.7 µM. AID 2315. Vero cells, Shiga toxin protein synthesis inhibition reporter; in the data active = inhibition mostly above about 28%, no sharp cut-off; inactive = mostly below about 43%; note: 0% is about no effect
CHX counter – affects cycloheximide protein synthesis inhibition readout, counter-screen; max response, %; cell reporter, cycloheximide protein synthesis inhibition counterscreen; actives 12% (n = 300,000); in the data active = max response mostly above about 13%, no sharp cut-off; inactive = mostly below about 14%; note: read at 38.3 µM for the half of the compounds with a filed dose; 0% is about no effect
Pf growth 96h – inhibits malaria parasite growth, 96 h. P. falciparum luciferase reporter growth, 96 h. Potency, µM (series often up to 28.7 µM), for inactives: at the top dose activity change, negative = inhibition, usual class: inhibitors. actives 6.9% (n = 320,000). AID 504834; note: potency is the fitted concentration of half-maximal effect; % is set by controls: 0 for no effect and ±100 for the full control effect
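96 h incubation, 37 C, 5% CO2, of luciferase-reporter P. falciparum-infected RBCs (2% hematocrit, 0.05% parasitemia final) with test compounds; endpoint luminescence.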
* marks the source's active call; other numbers are inactive results; u = inconclusive; x = not tested or not shown; & = joins results of further samples; [ ] = another dose, or the depositor's remark. Unless noted, calls come from the whole dose curve; as a rule, active = well fitted curve in the direction sought with a large enough effect; inconclusive = small, poorly fitted or top-dose-only effect, or another doubt; inactive = no such curve, though single readings can be large; an effect the other way counts as inactive or inconclusive. Rows were taken by chance, and some 24% of all compounds hit somewhere here.

Each structure is followed by: Pf growth 48h | LmPK inh | Tb PYK inh | HCV inhibitor | Shiga toxin inh | CHX counter | Pf growth 96h
Cc1c(CCC(=O)O)c(=O)oc2cc3occ(-c4ccc(F)cc4)c3cc12
 : -18% | -5% | -6% | -15% | 7 | -3 | x
CCCN(CCC)C(=O)CC(c1ccccc1)c1ccco1 (configuration not stated)
 : 12µM* | 1% | -4% | 3% | 2 | -1 | u
CC(NC(=S)NNS(=O)(=O)c1ccc(C(C)(C)C)cc1)c1ccccc1 (configuration not stated)
 : 9% | 5% | 0% | 14% | -9 | -3 | 11%
O=C(CSCc1ccc(Cl)c(Cl)c1)Nc1c[nH]c(=O)[nH]c1=O
 : -3% | -3% | -4% | 2% | -12 | -8 | 23%
O=S(=O)(NCc1ccc(F)cc1)c1cc(Br)ccc1Br
 : -6% | x | 2% | 2% | x | x | 54%[activator]
O=c1[nH]cnc2c1sc1nc3c(c(-c4ccc(Cl)cc4)c12)CCC3
 : x | 2% | -6% | 6% | 16 | -5 | u
Cc1ccc(N(Cc2ccco2)C(=O)c2cccc(S(=O)(=O)N(C)C)c2)cc1
 : u | -10% | 2% | -16% | -2 | 8 | -17%
COc1ccccc1CNC(=O)CSc1ncc(C(=O)Nc2ccccc2)c(=O)n1C
 : 21% | x | 2% | u | x | x | 32%[activator]
O=C(CSc1nc2ccccc2[nH]1)N1CCCCC1
 : 118%[activator] | -13% | 2% | 7% | 63* | 47* | 5%
COc1ccc(NC(=O)Cn2c(=O)n(CC(=O)NCc3ccco3)c(=O)c3ccccc32)cc1
 : 34%[activator] | 4% | -2% | 7% | -1 | 1 | u
Cc1ccc(F)cc1NCC(=O)Nc1ccc(Cl)cc1F
 : 4% | 0% | 3% | u | -2 | 8 | -6%
CSc1nc(N)nc(-c2cccs2)c1C#N
 : 62%[activator] | 3% | 4% | u | 17 | 13 | 84%[activator]
COc1ccc(NC(C)=O)cc1S(=O)(=O)Nc1ccccc1C(=O)NCCc1ccccc1
 : 78%[activator] | -1% | -4% | 8% | 89* | 44* | 100%[activator]
CN(c1ccc(Br)cc1)S(=O)(=O)c1ccc2[nH]cc(C(=O)NCCN3CCOCC3)c(=O)c2c1
 : u | -4% | 5% | -3% | -7 | 0 | u
CN(C)S(=O)(=O)N1CCN(CC(=O)Nc2ccc(Br)cc2)CC1
 : -10% | -4% | -14% | 0% | x | -1 | 5.2µM*

Each structure is followed by: Pf growth 48h | LmPK inh | Tb PYK inh | HCV inhibitor | Shiga toxin inh | CHX counter | Pf growth 96h
CCN(C(=O)Cc1cccs1)c1nnc(-c2cc(OC)c(OC)c(OC)c2)s1
 : 5.2µM* | -6% | 2% | u | -4 | -1 | -17%
COc1c(Cl)cnn(-c2ccccc2)c1=O
 : -5% | 0% | -11% | u | -6 | 1 | 0%
Cc1ccn(C(=O)c2ccc(NC(=O)C3CCCCC3)cc2)n1
 : 21% | 1% | -9% | -13% | 39 | 17 | -9%
CN(C)S(=O)(=O)c1cc(NC(=O)c2cc(=O)c3ccccc3o2)ccc1Cl
 : 10µM* | 4% | -1% | u | 34* | 31* | u
Cc1ccc(N2C(=O)C3C4C=CC(CNC(=S)Nc5ccc(F)cc5)(O4)C3C2=O)cc1 (configuration not stated)
 : u | -2% | -13% | 8% | -44 | 7 | 5%
COc1ccc(C)cc1-n1nnnc1SCc1nc2ccccc2c(=O)[nH]1
 : u | -7% | -4% | 8% | 12 | 10 | u
CCOC(=O)CCCSc1nc2sc3c(c2c(=O)[nH]1)CCC3
 : x | 7% | x | 1% | -18 | -4 | -19%
CCNC(=O)CN(CCc1ccccc1)S(=O)(=O)c1ccc(OC)cc1
 : x | -5% | 1% | 3% | -13 | 6 | u
CCCCNC(=O)NNC(=O)c1ccoc1C
 : u | 4% | 10% | 12% | 62* | 53* | u
COc1ccc(C(=O)NC2CCSc3ccccc32)cc1 (configuration not stated)
 : -3% | -7% | 3% | -8% | 35* | 19* | 28%
Cc1oc(-c2ccccc2)nc1CS(=O)CC(=O)NC1CCCC1 (configuration not stated)
 : 5% | -1% | -2% | 5% | 3 | -2 | u
COc1ccc(N2CCN(CCCNC(=O)CN3CCN(Cc4ccccc4C)C3=O)CC2)cc1
 : u | 3% | -5% | 11µM* | -5 | -1 | -21%
CC1CCCCC1NC(=O)CSc1nnc(COc2ccccc2Cl)o1 (configuration not stated)
 : -12% | 6% | 3% | -11% | -6 | 7 | -14%
[O-]/C(=C(\C(=S)Nc1ccc(SC(F)F)cc1)[n+]1ccccc1)c1ccc(Cl)cc1Cl
 : -17% | 4% | -5% | 13µM* | 14 | 16 | u
CC(=O)Nc1cccc(OCC(=O)NC(C)c2ccc3ccccc3c2)c1 (configuration not stated)
 : 16% | -3% | 6% | -12% | -8 | -1 | 0%

Each structure is followed by: Pf growth 48h | LmPK inh | Tb PYK inh | HCV inhibitor | Shiga toxin inh | CHX counter | Pf growth 96h
COc1ccccc1C(OC(=O)c1ccco1)C(=O)NC(C)(C)C (configuration not stated)
 : 6% | 0% | 1% | 6% | -11 | 8 | x
CN(C)S(=O)(=O)c1ccc(Cl)c(C(=O)NNC(=O)Cc2nc3ccccc3n2C)c1
 : -29% | x | -4% | 17% | x | x | -3%
CCOC(=O)C1CCCN(CCC(=O)Nc2cc(C)cc(C)c2)C1 (configuration not stated)
 : 373%[activator] | 1% | -3% | 14% | 4 | 5 | 43%[activator]
CCOc1ccccc1CNc1ccc(O)cc1
 : u | -3% | 5% | 10% | 23 | 7 | u
CCN1CCN(CCOc2ccc(Cl)cc2)CC1
 : 47%[activator] | -6% | -10% | -19% | 1 | 0 | u
CCC(=O)N(Cc1ccco1)Cc1cc2cccc(C)c2n2nnnc12
 : -11% | 3% | 1% | 27% | -4 | -3 | u
O=C(NCc1ccco1)C1CCN(S(=O)(=O)c2ccccc2C(F)(F)F)CC1
 : 10µM* | x | -15% | 9% | x | x | u
Cc1ccccc1CNC(=O)C(=O)NCC1OCCCN1S(=O)(=O)c1cccs1 (configuration not stated)
 : u | -6% | 7% | 5% | -7 | 18 | u
Cc1ccc(/C=N/NC(=O)Cn2nc(C)c(Br)c2C)o1
 : x | 8% | x | -12% | -7 | -5 | -24%
CN(C)c1ccc(CNC(=O)CCS(=O)(=O)c2ccc3c(c2)oc(=O)n3C)cc1
 : u | 3% | 4%&-2% | 16% | 5 | 9 | 7%
O=[N+]([O-])C(=c1ccc2c(c1)N1C3=C(CCCC3)CC3CCCCC31N=2)[N+](=O)[O-] (configuration not stated)
 : 2.9µM* | -20% | x | x | 27 | 6 | u
CC(=O)Nc1ccc(S(=O)(=O)N(C)CC(=O)OC(C)C(=O)N(C)C2CCCCC2)cc1 (configuration not stated)
 : -7% | -4% | -8% | -1% | 11 | 5 | -3%
O=C(c1ccco1)N1CCN(c2nc(-c3ccc(F)cc3)cs2)CC1
 : -6% | 4% | -12% | 9% | 40 | 12 | u
COC(=O)c1ccc(OCc2cc(=O)n3ccsc3n2)cc1
 : 52%[activator] | -23% | 1% | 0% | 142* | 49* | 128%[activator]
O=S(=O)(c1cccc(F)c1)N1CCN(c2ncnc3scc(-c4ccc(F)cc4)c23)CC1
 : u | x | -1% | u | x | x | u

Each structure is followed by: Pf growth 48h | LmPK inh | Tb PYK inh | HCV inhibitor | Shiga toxin inh | CHX counter | Pf growth 96h
CCOc1ccc(N(CC(=O)Nc2cccc(OC)c2)S(=O)(=O)c2c(C)noc2C)cc1
 : u | 5% | 0% | u | -16 | -2 | 0.83µM*
COc1ccc(-n2nc(C)c3onc(C)c3c2=O)cc1
 : u | 4% | -4% | -4% | 15 | -2 | 14%
CCN(C(=O)c1cc(Cl)ccc1OC)c1ccccc1
 : u | -6% | 2% | 5% | 6 | -4 | 56%[activator]
Cc1ccc2nc3c(nc2c1C)CCCC3
 : 32%[activator] | 0% | 1% | -7% | 18 | 7 | 0%
O=C1CC(N2CCN(C/C=C/c3ccccc3)CC2)C(=O)N1Cc1cccs1 (configuration not stated)
 : -2% | -2% | -5% | 10% | -7 | 1 | 19%
COc1ccc(N(C(=O)CNC(=O)c2ccco2)C(C(=O)NCC2CCCO2)c2ccccc2)cc1OC (configuration not stated)
 : 0% | 4% | 7% | 10% | -3 | -4 | -6%
COC(=O)[C@H](CCSC)NC(=O)c1cc2c(cn1)[nH]c1ccccc12
 : u | 1% | u | -21% | -4 | -3 | -16%
COc1ccc(Oc2nnc(-c3ccccc3)cc2C#N)cc1
 : 30% | -2% | -5% | -9% | -23 | -3 | -9%
COc1cccc(CNC(=O)COC(=O)c2cc(Br)c(Br)s2)c1
 : -16% | x | 6% | 11% | x | x | 3%
N/C(=N\OC(=O)CCC1CCCC1)c1ccc(Br)cc1
 : u | -1% | 8% | -9% | -3 | -3 | u
CCOC(=O)c1cc(NC(=O)c2cnccn2)cc(C(=O)OCC)c1
 : 31%[activator] | -13% | 3% | 4% | -5 | 8 | 26%
O=C(Cc1ccc(S(=O)(=O)N2CCOCC2)s1)NCCOc1ccccc1F
 : u | x | -4% | u | x | x | u
Oc1oc(-c2ccccc2Br)nc1C=Nc1ccc(Br)cn1
 : 1% | -13% | -10% | -8% | 26 | 17 | 0%
O=C(Cc1ccccc1[N+](=O)[O-])N1CCN(Cc2ccc3c(c2)OCO3)CC1
 : -4% | 3% | 0% | -10% | 6 | 10 | 2%
O=C(c1ccccc1Oc1ccccc1)N1CCN(c2ccccc2)CC1
 : u | 8% | -5% | -28% | 9 | 6 | 15µM*

Each structure is followed by: Pf growth 48h | LmPK inh | Tb PYK inh | HCV inhibitor | Shiga toxin inh | CHX counter | Pf growth 96h
COc1cccc(NC(=O)COC(=O)COc2ccccc2[N+](=O)[O-])c1
 : 1% | 2% | -9% | -4% | -11 | -7 | -16%
CSc1cccc(NC(=O)c2cc(S(=O)(=O)N3CCCC3)cn2C)c1
 : -16% | 1% | -1% | u | 5 | 2 | -18%
Cc1ccccc1NC(=O)N1CCN(S(=O)(=O)c2ccccc2)CC1
 : -2% | 6% | -20% | -5% | 13 | 2 | u
COc1ccc(NC(=O)CCS(=O)(=O)c2cc3c(cc2C)NC(=O)CO3)cc1
 : 27% | -7% | 3% | 6% | -4 | -3 | u
COC(=O)COc1ccc(-c2nccc(-c3ccc(Br)cc3)n2)cc1
 : 5% | 4% | -22% | -6% | 3 | -1 | 11%
COC(=O)c1ccc(COc2ccc(-c3nnn(CC(=O)NC(C)(C)C)n3)cc2)cc1
 : u | 2% | 10% | 11% | -5 | 0 | 7.4µM*
COc1ccc(C(=O)CN2C(=O)C(C)(C)Oc3ccc(C(=O)N4CCCCCC4)cc32)cc1
 : x | 14% | 1% | -1% | -6 | 0 | 9.3µM*
O=C(NN=C1CCCC1)c1ccc(O)cc1O
 : -10% | -9% | -1% | 4% | 124* | 38* | 13µM*
O=C(N/N=C(\CC(=O)c1cccs1)C(F)(F)F)c1ccncc1
 : 0.23µM* | 6% | 0% | u | 10 | -1 | u

In the list so far, these have a nitro group on carbon.
Each structure is followed by: Pf growth 48h | LmPK inh | Tb PYK inh | HCV inhibitor | Shiga toxin inh | CHX counter | Pf growth 96h
O=[N+]([O-])C(=c1ccc2c(c1)N1C3=C(CCCC3)CC3CCCCC31N=2)[N+](=O)[O-] (configuration not stated)
 : 2.9µM* | -20% | x | x | 27 | 6 | u
O=C(Cc1ccccc1[N+](=O)[O-])N1CCN(Cc2ccc3c(c2)OCO3)CC1
 : -4% | 3% | 0% | -10% | 6 | 10 | 2%
COc1cccc(NC(=O)COC(=O)COc2ccccc2[N+](=O)[O-])c1
 : 1% | 2% | -9% | -4% | -11 | -7 | -16%
